ABCB6 inh 2 – ABCB6 transporter inhibitors, primary screen, K562-ABCB6 cells, flow cytometry, MLPCN library; ATP-binding cassette sub-family B member 6 (Homo sapiens), Q9NP58; K562-ABCB6 porphyrin accumulation, 1 h; active compounds read low; fluorescence ratio to DMSO, % at 10 µM; hit rate 0.19% among 360,000; AID 602162, 2011;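 active = fluorescence ratio to DMSO below 75%, the collection mean minus 3 SD; inconclusive = too few cells collected in the well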;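 also: signal is porphyrin accumulated inside mitochondria; 100% equals median channel fluorescence of DMSO control wells; lower ratio means ABCB6 inhibition with less porphyrin fluorescence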
Target sequence (Q9NP58 whole entry, looked up): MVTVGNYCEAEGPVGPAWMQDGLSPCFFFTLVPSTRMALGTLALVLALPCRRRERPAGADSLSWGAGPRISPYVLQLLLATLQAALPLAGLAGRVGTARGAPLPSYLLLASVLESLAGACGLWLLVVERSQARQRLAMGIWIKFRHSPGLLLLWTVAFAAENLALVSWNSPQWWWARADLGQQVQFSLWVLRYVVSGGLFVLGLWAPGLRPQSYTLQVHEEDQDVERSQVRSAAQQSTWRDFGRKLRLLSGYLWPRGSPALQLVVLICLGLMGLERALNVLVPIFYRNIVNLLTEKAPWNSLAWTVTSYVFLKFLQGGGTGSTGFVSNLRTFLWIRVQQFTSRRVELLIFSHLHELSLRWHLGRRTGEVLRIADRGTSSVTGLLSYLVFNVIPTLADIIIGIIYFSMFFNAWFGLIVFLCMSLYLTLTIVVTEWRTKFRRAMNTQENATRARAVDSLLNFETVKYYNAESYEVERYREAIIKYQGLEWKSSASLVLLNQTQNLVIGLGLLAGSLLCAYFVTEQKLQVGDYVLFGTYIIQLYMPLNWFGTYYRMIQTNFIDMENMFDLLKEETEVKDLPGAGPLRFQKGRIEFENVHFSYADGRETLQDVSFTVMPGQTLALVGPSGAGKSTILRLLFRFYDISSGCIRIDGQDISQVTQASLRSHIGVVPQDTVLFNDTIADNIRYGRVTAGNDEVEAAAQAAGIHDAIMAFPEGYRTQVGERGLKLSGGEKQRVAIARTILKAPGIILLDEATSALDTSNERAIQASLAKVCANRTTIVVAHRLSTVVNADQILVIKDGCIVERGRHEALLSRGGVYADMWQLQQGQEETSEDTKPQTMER
MC4R barr agon – MC4R agonists recruiting beta-arrestin, primary screen, cell-based, luminescence, agonist arm of biased-ligand search | Melanocortin receptor 4 (Homo sapiens), P32245 | U2OS MC4R beta-arrestin complementation; percent of melanotan II response, DMSO zero | activation, % at 8.9 µM | hit rate 0.98% among 360,000 | AID 540308, 2011;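 active = activation above a per-plate cutoff, the mean activation of sample wells on that plate plus 3 SD, cut at about 8% in these data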
Cardio protect – cardioprotection against H2O2-induced cell death, primary screen, uHTS, H9c2 cells, ATPLite luminescence; hit rate 0.63% among 360,000; H9c2 cardiomyocytes, H2O2 injury protection, 2 h; protection from H2O2 cell death, % at 20 µM;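 active = compounds giving at least 50% protection of heart cells from peroxide-induced death in the single-dose screen, raw or plate-pattern-corrected value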;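 also: 0% = DMSO wells with peroxide and 100% = DMSO wells without peroxide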
N-glyco inh – increase of ERlucT glycosylation luciferase signal, primary screen, N-linked glycosylation inhibitor project, D54 ERlucT cells, luminescence, set 2 | reporter increase, % at 12.5 µM | D54 ERlucT glycosylation luciferase reporter, 24 h; percent of 100 nM tunicamycin response | hit rate 0.23% among 360,000 | AID 588692, 2011;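 active = mean luciferase reporter signal, scaled so untreated is 0 and the glycosylation-blocking control 100, at or above a set limit in every replicate; inconclusive = mean reaches the limit but not every replicate does; inactive = mean below the limit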;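 also: luciferase carries N-glycosylation sites so blocking glycosylation raises the light; 0% = median of neutral control wells and 100% = median of 100 nM tunicamycin wells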
ABHD5-PLIN5 inh – ABHD5-PLIN5 interaction inhibitors, primary screen, cell lysate, split luciferase complementation, luminescence | Perilipin-5 (Homo sapiens) + 1-acylglycerol-3-phosphate O-acyltransferase ABHD5 (Homo … | Split G. princeps luciferase complementation, 4 h | inhibition, % at 4 µM | hit rate 0.78% among 360,000;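 active = inhibition above the mean inhibition across every tested compound plus 3 SD, cut at about 22% in these data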;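 also: 0% = DMSO only wells and the 100% control is not disclosed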
Exocytosis inh – LAMP-1 surface exposure blockers, TALL-104 cells – cell-based, flow cytometry, MLPCN library, primary screen; inhibition, % at 10 µM; TALL-104 LAMP-1 surface exposure; cells stimulated with thapsigargin and PMA; hit rate 0.66% among 360,000;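 active = inhibition above about 55%, limit read from the data; inconclusive = no clear call, values can overlap the other calls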
aDG glyco act – activators of alpha-DG glycosylation, primary screen, uHTS, Pro5-aDG cells, AlphaScreen | alpha-DG glycosylation AlphaScreen (IIH6); 0% Pro5, 100% B10-LARGE cell signal | activation, % at 10 µM | hit rate 0.22% among 360,000;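 active = activation of at least 8% versus controls, or a plate z-score of at least 8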;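 also: Pro5 are CHO cells carrying HIG-tagged alpha-DG that lacks glycosylation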
hiPSC survival – enhancers of single-cell hiPSC survival, primary screen, ATPlite luminescence. 100% = ROCK inhibitor wells, 0% = DMSO. survival enhancement, % at 20 µM. hit rate 0.044% among 360,000; in the data active = survival enhancement above about 18%;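 also: cells exposed to compounds for 16 hours before the ATP read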
m5-HT2A agonist – mouse Htr2a agonists via beta-arrestin recruitment, primary screen, cell-based, luminescence | 5-hydroxytryptamine receptor 2A (Mus musculus), P35363 | CHO-K1 mHTR2A beta-arrestin complementation; percent of 30 µM serotonin response | activation, % at 7.6 µM | hit rate 0.66% among 360,000;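 active = activation above a run cutoff, the mean activation of all tested compounds plus 3 SD, cut at about 14% in these data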;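 also: 0% = plate median of compound wells and 100% = 30 µM serotonin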
MC4R antagonist – MC4R antagonists of cAMP signaling, primary screen, cell-based, TR-FRET, antagonist arm of biased-ligand search; MC4R-expressing cells, MTII-stimulated cAMP, LANCE TR-FRET; hit rate 0.48% among 360,000; AID 540295, 2011; inhibition, % at 6.5 µM;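 active = inhibition above its plate's cutoff, the mean of tested wells on that plate plus 3 SD, cut at about 29% in these data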;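 also: 0% = Melanotan II alone and 100% = Melanotan II plus saturating MCL0020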
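System – human MC4R-expressing U2OS cells · Also added – Melanotan II · Dosing – one concentration, 6.5 µM nominal · Timing – 30-min compound, 1-h challenge, 1-h detection, room temperature · Measured by – Eu-cAMP/anti-cAMP TR-FRET, emission 671 nm · Replicates – singlicate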
Active calls of the source: *; ? = inconclusive.

SMILES	ABCB6 inh 2	MC4R barr agon	Cardio protect	N-glyco inh	ABHD5-PLIN5 inh	Exocytosis inh	aDG glyco act	hiPSC survival	m5-HT2A agonist	MC4R antagonist
Cc1nnc(NC(=O)C(C)Oc2ccc3c(C)cc(=O)oc3c2)s1 (stereo not drawn)	94	-0.8	2	0	-2	-6	-0.2	0.6	4	0
COc1ccc(Cl)cc1NC(=O)COC(=O)CNC(=O)C1CCCCC1	92	-0.8	-3	-1	-4	-2	0.1	0.0	13	11
COc1ccc(CNC(=O)C2(C)Cc3c(-c4ccc(N(C)C)cc4)ccnc3O2)cc1OC (stereo not drawn)	94	0.0	28	-2	2	3	-0.2	3.4	-5	10
COc1c2occc2c(OC)c2c(=O)cc(C)oc12	98	0.3	-6	1	-6	-1	-0.3	2.1	-4	7
CC(C)Oc1ccc(C(=O)NC2CCCCC2)cc1	200	-1.7	-6	-1	5	-3	-0.1	-2.6	2	7
COc1ccc(CCNS(=O)(=O)c2cccs2)cc1	96	-1.7	-1	1	1	3	0.0	-0.7	-1	2
CCCC(=O)Nc1sc2c(c1C#N)CC(C)(C)NC2(C)C	99	-0.6	39	-1	6	2	-0.2	-3.3	4	1
CC(=O)N1CCOc2ccc(S(=O)(=O)NCCc3ccc(Cl)cc3)cc21	98	-2.3	-4	3	3	-2	0.1	0.3	0	2
CCCNC(=O)c1nn2cc(Br)cnc2c1Cl	94	0.9	0	1	1	-2	0.3	0.5	4	4
O=C(/C=C/c1ccccc1)Nc1ncn[nH]1	100	-0.5	11	16	8	0	0.0	-4.4	1	-3
Cc1cc2oc(=O)cc(CN3CCN(Cc4ccccc4)CC3)c2cc1Cl	92	0.3	3	-2	-5	1	0.1	2.2	-2	7
CCN(CC)CCOC(=O)c1ccc(NC(=O)CSc2nnc(-c3cccs3)n2CC)cc1	103	-2.0	-1	-2	2	-2	0.1	1.5	-2	2
CC1CCCN(C(=O)CN(C)S(=O)(=O)c2ccc3c(c2)c(=O)n(C)c(=O)n3C)C1 (stereo not drawn)	96	0.0	4	4	-4	-2	-0.3	0.8	6	-1
COc1ccc(NC(=O)CCNS(=O)(=O)c2ccc3c(c2)c(=O)n(C)c(=O)n3C)cc1	101	-1.9	0	2	-3	1	0.0	0.1	-3	4
CC1CCCC(C)N1C(=O)COC(=O)CCc1nc2ccccc2c(=O)[nH]1 (stereo not drawn)	94	-1.9	48	1	1	0	0.1	-0.5	3	1
Cc1c(C#N)c(O)[nH]c(=O)c1N=Nc1ccc(S(N)(=O)=O)cc1	96	-2.8	-2	5	8	-13	0.0	-0.4	-1	-24
COc1ccc(OC)c(NC(=O)CSc2nn3c(=O)c(C)nnc3s2)c1	95	-3.5	8	-1	-3	15	0.0	-0.4	7	9
O=C(O)c1cc(-c2c[nH]c3ccccc23)nc2cc3ccccc3cc12	118	-1.2	-11	4	-2	-1	0.0	-0.9	-1	0
Cc1ccc(S(=O)(=O)NC(C)(C)CN2CCCCC2)cc1	98	0.3	-3	-1	-6	-6	-0.1	-0.2	9	-7
Cc1sc2nc(CC(=O)NN)[nH]c(=O)c2c1C	91	3.5	37	2	1	-1	-0.1	-0.4	6	10
COc1ccc(/C=N/NC(=O)c2ccc3c(c2)OCO3)cc1	157	1.1	-10	0	7	-6	0.2	-0.2	3	6
O=C(CN1CCN(C(=O)c2ccco2)CC1)Nc1ccc(Cl)c(S(=O)(=O)N2CCOCC2)c1	102	-1.2	10	0	-1	-4	-0.1	-0.2	5	5
CC1(C)CC(=O)C(C=Nc2ccc3c(c2)OCO3)=C(O)C1	94	1.9	1	1	-9	0	0.2	0.9	-3	13
c1ccc(CSc2nnc3ccc(-c4ccncc4)nn23)nc1	102	0.0	1	0	1	-3	-0.1	0.6	4	-1
NS(=O)(=O)c1ccc(CCNC(=O)c2cccc(S(=O)(=O)N3CCCC3)c2)cc1	96	0.1	-6	-2	-3	0	0.0	-0.9	-2	1
CCC(C)Oc1nc(C)cc(C)c1S(=O)(=O)c1ccccc1C (stereo not drawn)	98	0.8	-28	-3	1	2	-0.1	0.4	-6	-1
Cc1c(NC(=O)CN2C(=O)C3C4C=CC(C4)C3C2=O)c(=O)n(-c2ccccc2)n1C (stereo not drawn)	97	-1.4	4	0	-9	0	0.5	1.6	0	3
O=C1NCCN1c1ncc([N+](=O)[O-])s1	106	0.7	8	-1	7	8	-0.2	-2.5	5	9
Cc1cccn2c(=O)c(C=C(C#N)C#N)c(N3CCN(c4cccc(Cl)c4)CC3)nc12	100	0.3	5	3	6	-28	0.0	-0.1	-11	12
O=C(O)Cc1csc(-c2ccccc2)n1	102	1.7	0	1	-8	2	-0.7	-0.1	3	8
CCOC(=O)CSc1snnc1-c1ccccc1	102	1.3	10	-2	1	0	0.1	3.3	-4	11
CCOC(=O)c1c(NC(=O)CC)sc(C(=O)NC2CCCC2)c1C	100	-1.1	-4	0	-7	4	0.2	-0.5	4	1
Cc1ccc(S(=O)(=O)N[C@H](C(=O)Oc2ccc3c(C(F)(F)F)cc(=O)oc3c2)c2ccccc2)cc1	109	1.3	5	-1	-5	-2	0.3	-2.6	3	-5
CCCCCc1ccc(OCCCC[n+]2cccc(C)c2)c(CCCCC)c1	87	16*	-22	11	9	28	0.3	-3.3	-5	11
NS(=O)(=O)c1ccc(CCNC(=O)c2ccccc2OCc2ccc(F)cc2)cc1	97	1.3	5	-4	3	31	0.1	0.8	-2	14
FC(F)(F)c1cccc(Cn2nnnc2-c2ccc(Cl)cc2)c1	103	6.9	-9	-4	-6	0	0.3	4.2	1	9
COc1cc(NC(=S)NCc2ccco2)cc(OC)c1	98	-2.1	24	2	-5	-1	0.2	-2.7	-5	-1
Cc1ccn2c(CNC(C)CCn3cccn3)c(C(=O)N3CCCCCC3)nc2c1 (stereo not drawn)	91	-2.3	-8	0	-4	4	-0.1	-0.6	-3	4
CC1CCN(C(=O)COC(=O)c2cc3ccccc3oc2=O)CC1	102	-0.1	7	0	-2	9	-0.3	2.0	2	7
Cc1ccc(S(=O)(=O)NN2C(=O)/C(=C/c3ccccn3)SC2=S)cc1	97	-1.2	4	1	-8	2	-0.3	0.8	1	-5
O=C(CSc1n[nH]c(-c2ccco2)n1)Nc1ccc(Br)cc1	93	-3.3	-5	2	-6	-26	0.0	0.2	2	4
O=C(NCCN1CCCC1)c1ccc(CS(=O)(=O)c2c(Cl)cccc2Cl)o1	105	0.3	-11	-5	-10	-4	-0.1	-2.7	0	12
ON=C(CCc1ccccc1)CCc1ccccc1	101	5.3	-7	1	-2	-9	0.0	1.2	-6	4
CC(=O)Nc1cc(-c2ccc(CO)cc2)cn2c(-c3ccc(F)c(Cl)c3)cnc12	113	9.1*	14	-1	13	9	-0.4	0.3	2	15
CCOC(=O)C1(Cc2ccc(OC)cc2)CCN(C(=O)C2CC(=O)N(C3CC3)C2)CC1 (stereo not drawn)	94	-1.4	1	0	-1	?	-0.1	3.8	1	23
CC(=O)c1c(C(C)=O)c(C)n(NC(=O)c2cccnc2)c1C	111	1.3	4	1	-1	6	0.1	2.3	-1	7
CCN(Cc1ccccc1)C(=O)CC1Oc2ccccc2NC1=O (stereo not drawn)	101	0.9	-2	0	4	15	3.5	-1.7	7	-5
CC(C)N(Cc1ccccc1)C(=O)c1cnc2n(c1=O)CCS2	97	-0.4	7	1	4	-2	0.0	-1.8	0	2
FC(F)(F)c1ccccc1NC(=S)N/N=C1\CC2CC=CC12 (stereo not drawn)	111	-3.1	6	6	-9	-3	0.2	-0.4	-2	-11
CCOC(=O)Cc1csc(NC(=O)CSc2nnnn2-c2ccc(C)cc2C)n1	99	-1.2	-8	-1	-7	-3	0.0	1.2	-2	4

Laid out differently: two of the compounds above.
structure: O=C(NCCN1CCCC1)c1ccc(CS(=O)(=O)c2c(Cl)cccc2Cl)o1
  ABCB6 inh 2: 105	MC4R barr agon: 0.3	Cardio protect: -11	N-glyco inh: -5	ABHD5-PLIN5 inh: -10	Exocytosis inh: -4	aDG glyco act: -0.1	hiPSC survival: -2.7	m5-HT2A agonist: 0	MC4R antagonist: 12
structure: FC(F)(F)c1ccccc1NC(=S)N/N=C1\CC2CC=CC12 (stereo not drawn)
  ABCB6 inh 2: 111	MC4R barr agon: -3.1	Cardio protect: 6	N-glyco inh: 6	ABHD5-PLIN5 inh: -9	Exocytosis inh: -3	aDG glyco act: 0.2	hiPSC survival: -0.4	m5-HT2A agonist: -2	MC4R antagonist: -11

(more compounds)
SMILES	ABCB6 inh 2	MC4R barr agon	Cardio protect	N-glyco inh	ABHD5-PLIN5 inh	Exocytosis inh	aDG glyco act	hiPSC survival	m5-HT2A agonist	MC4R antagonist
COC(=O)CCC(=O)N1CCCC(N2CCN(c3cccc(C(F)(F)F)c3)CC2)C1 (stereo not drawn)	94	0.2	1	0	0	-4	0.0	-0.2	2	9
COc1cc(CC(=O)Nc2ccc(N3CCOCC3)cc2)cc(OC)c1OC	100	1.0	6	2	-2	-3	0.1	-3.8	0	-2
CCS(=O)(=O)Nc1ccc(C(=O)NCCSc2ccccc2)cc1	95	-1.5	6	4	-5	0	0.0	0.1	-2	-1
COc1ccc(CCNCC(O)Cn2ccc3ccccc32)cc1OC (stereo not drawn)	101	0.3	-3	2	5	5	0.2	-0.6	-6	-2
CCOCCCn1c(=S)[nH]c2cc(C(=O)N3CCOCC3)ccc2c1=O	88	-0.1	0	1	1	-1	-0.2	0.7	3	-6
Cc1ccc(-c2nn(C(C)(C)C)c3ncnc(NS(=O)(=O)c4ccc([N+](=O)[O-])cc4)c23)cc1	104	-1.6	-8	-9	-7	2	0.0	-1.4	-4	4
CCOC(=O)COc1ccc(S(=O)(=O)Nc2ccc3c(c2)OCO3)cc1	95	0.3	-7	1	9	1	0.0	3.5	4	14
O=[N+]([O-])c1cc2c(cc1Br)CCN2	95	-2.4	2	2	-7	0	0.1	-0.6	-6	1
Cc1c(Br)c(=O)[nH]c(=O)n1COCc1ccccc1	87	-2.2	8	-1	-3	-1	0.0	0.3	0	-2
Cc1nn(C)cc1/C=N/NC(=O)Cn1nnc(N)n1	92	2.2	9	2	-10	-3	0.1	0.4	5	0
Cc1ccc(C2OC(=O)c3ccccc32)cc1 (stereo not drawn)	97	-2.7	0	-1	-4	0	0.1	-1.1	-3	-4
Cc1ccc(NC(=S)NC(=O)C2CC2)c(C)c1	90	-2.2	-8	4	-3	0	-0.3	-0.6	6	16
O=C(O)/C=C\c1cc2c(cc1[N+](=O)[O-])OCO2	95	4.9	8	-1	9	-6	0.0	0.6	3	-6

Not a hit list; any-hit rate near 4.5%.
